# KCNQ1 pot = potentiates or activates the human KCNQ1 potassium channel | CHO-K1 KCNQ1, thallium flux FluxOR fluorescence; active compounds read high | B-score at 10 µM | hit rate 0.35% among 310,000 | AID 2648;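 active = fluorescence ratio B-score, a plate-corrected score, at least three library SD, with initial intensity B-score within 5 SD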
#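 assay system = CHO-K1 cells stably expressing KCNQ1 | medium = assay buffer, equal DMSO in all wells | timing = 37 °C overnight plating, 90-min dark dye load, 20-min compound pretreatment | measured by = kinetic FluxOR thallium fluorescence, 10-s 1-Hz baseline, 110-s post-stimulus read | measure = fluorescence change relative to baseline, converted to B score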
# RGS4 act = RGS4 potentiation or activation; AID 463111; hit rate 0.92% among 310,000; HEK293 M3R/inducible RGS4, carbachol calcium flux Fluo4; active compounds read low; B-score at 10 µM;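 active = B-score of the integrated calcium signal more than 4 SD below the library mean, with starting fluorescence not abnormally high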;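 also: negative B-score means reduced calcium response which marks RGS4 activation or potentiation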
#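 test system = M3R-expressing HEK293 line, RGS4 induced by doxycycline | probe or stimulus = carbachol at ECmax as muscarinic agonist stimulus | timing = dye loading 30 min 37 °C, buffer rest 30 min RT | signal = calcium dye Fluo4 fluorescence | evaluation = B score from integrated fluorescence ratio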
# hERG rescue = shields human hERG channel from block by proarrhythmic agents; hit rate 0.51% among 310,000; CHO-hERG, FluxOR thallium flux, dofetilide IC70 present; activation (rescue from dofetilide block), less the hit threshold, % at 10 µM; AID 1511;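 active = activation above the mean of controls blocked by dofetilide plus 5 SD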;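 also: thallium influx through hERG after potassium depolarization seen as dye fluorescence rise; in these data hits start at about 4.7%; inactives centre near -7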
# KCNK3 block = human KCNK3 channel inhibition, primary screen. O14649. CHO-KCNK3 thallium flux, FluxOR fluorescence; active compounds read low. B-score at 10 µM. hit rate 0.84% among 340,000;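 active = B-score under library mean minus 4 SD, starting fluorescence ratio at most library mean plus 5 SD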;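 also: more negative B-score means stronger inhibition of thallium flux through KCNK3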
# Target sequence (O14649 whole entry, looked up): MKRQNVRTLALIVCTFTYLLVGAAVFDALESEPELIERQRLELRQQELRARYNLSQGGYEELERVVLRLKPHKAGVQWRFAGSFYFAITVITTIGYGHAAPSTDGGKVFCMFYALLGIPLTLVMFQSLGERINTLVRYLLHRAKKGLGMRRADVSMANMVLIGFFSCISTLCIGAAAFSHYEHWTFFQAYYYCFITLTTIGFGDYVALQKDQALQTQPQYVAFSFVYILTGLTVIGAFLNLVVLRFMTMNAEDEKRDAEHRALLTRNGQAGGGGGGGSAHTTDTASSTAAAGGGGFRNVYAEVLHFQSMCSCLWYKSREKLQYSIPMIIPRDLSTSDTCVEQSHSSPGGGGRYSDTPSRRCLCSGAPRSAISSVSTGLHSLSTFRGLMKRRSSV
# RGS4 block = inhibitors of human RGS4. P49798. HEK293 M3R/RGS4 inducible, Fluo-4 calcium flux; active compounds read high; triggered by carbachol at its EC20. B-score at 10 µM. hit rate 0.45% among 310,000;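 active = B-score, a plate-corrected calcium signal, over three deviations above library mean, with baseline fluorescence within five deviations of library mean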;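 also: RGS4 expression induced by doxycycline in cells with stable M3 receptor; B-score is computed from the integrated fluorescence ratio over baseline after carbachol; higher B-score means a larger calcium signal and so more RGS4 inhibition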
# Target sequence (P49798 whole entry, looked up): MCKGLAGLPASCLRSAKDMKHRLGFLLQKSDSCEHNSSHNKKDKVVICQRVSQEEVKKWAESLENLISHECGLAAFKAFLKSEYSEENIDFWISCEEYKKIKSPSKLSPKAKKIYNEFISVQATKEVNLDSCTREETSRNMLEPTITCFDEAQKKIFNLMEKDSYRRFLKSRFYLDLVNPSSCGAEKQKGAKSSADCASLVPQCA
# TMEM16A inh = blocks the mouse calcium-activated chloride channel TMEM16A; AID 588511; HEK293 TMEM16A/YFP iodide influx fluorescence, ionomycin; normalized B-score (activity score, 25-100; higher = stronger inhibition) at 10 µM; hit rate 1.2% among 310,000;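 active = ratio plate-corrected score three or more library SD toward inhibition, starting fluorescence score within five deviations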;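 also: score derived from kinetic fluorescence span divided by baseline fluorescence per well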
# SKKanGAS inh = inhibitors of SKKanGAS S. pyogenes growth in kanamycin (SK-promoter or general growth effect). inhibition, % at 7.5 µM. BacTiter-Glo, 6 h. hit rate 1.3% among 300,000;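 active = mean replicate score, as percent of positive control median, at least 50; inconclusive = mean below 50 but one replicate at or above 50; inactive = mean and every replicate below 50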;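 also: strain carries kanamycin resistance gene driven by streptokinase promoter and grows in 40 µg/ml kanamycin; loss of luminescence reflects streptokinase promoter inhibition or plain growth inhibition; 0% = median of DMSO wells and 100% = positive control at its reference dose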
# KCNQ1 block = inhibitors of human KCNQ1 potassium channel; hit rate 1.3% among 310,000; CHO-K1 KCNQ1, FluxOR thallium flux fluorescence; active compounds read high; AID 2642; B-score at 10 µM; P51787;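 active = compounds whose thallium flux B-score, printed positive for inhibition, exceeds three library SD while starting fluorescence stays within three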;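 also: channel opened by potassium depolarization with thallium stimulus after 20 min compound exposure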
# HDAC3 inh = inhibitors of human histone deacetylase 3 | O15379 | inhibition, % at 8.3 µM | hit rate 0.15% among 320,000 | recombinant HDAC3, fluorogenic peptide/trypsin coupled, fluorescence; in the data active = inhibition above about 26%, passing the limit was not always enough; inconclusive = no clear call, values can overlap the other calls
# Target sequence (O15379 whole entry, looked up): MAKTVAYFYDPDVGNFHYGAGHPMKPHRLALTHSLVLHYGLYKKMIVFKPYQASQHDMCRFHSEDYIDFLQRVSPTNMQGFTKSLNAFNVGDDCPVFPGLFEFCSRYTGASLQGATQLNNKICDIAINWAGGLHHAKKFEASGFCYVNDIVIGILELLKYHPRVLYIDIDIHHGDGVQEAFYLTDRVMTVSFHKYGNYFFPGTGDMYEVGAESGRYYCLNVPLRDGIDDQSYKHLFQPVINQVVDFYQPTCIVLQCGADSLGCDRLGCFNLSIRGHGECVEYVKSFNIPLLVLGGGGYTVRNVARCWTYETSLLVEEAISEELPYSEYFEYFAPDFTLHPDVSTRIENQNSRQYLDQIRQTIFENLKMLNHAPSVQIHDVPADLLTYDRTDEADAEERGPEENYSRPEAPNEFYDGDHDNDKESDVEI
# KCNK9 block = blocks the human KCNK9 two-pore domain potassium channel; HEK293 KCNK9, FluxOR thallium flux fluorescence; active compounds read low; B-score at 10 µM; hit rate 1.2% among 310,000;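 active = ratio B-score over 3 SD below the library mean, with starting fluorescence within 5 SD of its mean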;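 also: negative B-score means less thallium flux so channel inhibition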
# ANO1 activ = activates or potentiates the mouse TMEM16A chloride channel; HEK293 TMEM16A/YFP-H148Q/I152L, iodide quench fluorescence; active compounds read low; B-score at 10 µM; hit rate 0.3% among 340,000; AID 623877;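 active = fluorescence-ratio B-score plate-corrected deviation score at least 3 library SD below zero, with starting fluorescence score within 5 deviations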;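 also: channel opened by trigger with iodide after compound preincubation; score built on the fluorescence ratio of max minus min over baseline; more negative score means more quench and so TMEM16A activation or potentiation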
# * marks the source's active call; other numbers are inactive results; i = inactive; u = inconclusive; x = no result given. Hits appear at their usual frequency. Share with any hit: about 6.3%.
no.	SMILES	KCNQ1 pot	RGS4 act	hERG rescue	KCNK3 block	RGS4 block	TMEM16A inh	SKKanGAS inh	KCNQ1 block	HDAC3 inh	KCNK9 block	ANO1 activ
1	CN(Cc1cnccn1)Cc1ccccc1OCC(O)CN1CCc2ccccc2C1 (stereo not drawn)	i	i	-8	i	i	i	1	i	2	i	i
2	NNc1nc2c(Cl)c(Cl)ccc2s1	i	i	-3	i	i	i	4	i	x	i	i
3	O=C(NNc1ccc([N+](=O)[O-])cc1[N+](=O)[O-])c1ccco1	i	i	-6	i	i	i	3	i	-2	i	i
4	Cc1cc(O)c(Sc2ccc(Cl)cc2)c(=O)[nH]1	i	i	-4	i	i	i	1	i	0	i	i
5	CCCOc1ccc(N2C(=O)CC(N3CCOCC3)C2=O)cc1 (stereo not drawn)	i	i	0	i	i	i	-1	i	-5	i	i
6	CCOC(=O)N1CCN(C(=O)COC(=O)c2oc3ccc(OC)cc3c2C)CC1	i	i	-6	i	i	i	-7	i	-8	i	i
7	CCc1ccc(C(=O)Nc2ccc(C)c(NS(C)(=O)=O)c2)cc1	i	i	-4	i	i	i	-7	i	8	i	i
8	O=c1cc(-c2cccc([N+](=O)[O-])c2)[nH][nH]1	i	i	-6	i	i	i	10	i	1	i	i
9	CCOc1nc(C)cc(C)c1S(=O)(=O)c1cccc(C)c1	i	i	-11	x	i	i	5	i	-4	i	x
10	CCc1ccc(C(=O)Nc2ccc3nc(C)ccc3c2)cc1	i	i	-1	i	i	i	-7	i	-3	i	i
11	Cc1c(CCC(=O)O)c(=O)oc2cc3occ(-c4ccc(Cl)cc4)c3cc12	i	i	-8	i	i	i	63*	i	-1	i	i
12	CCOC(=O)CNC(=O)C(Cc1ccccc1)NS(=O)(=O)c1ccc2c(c1)CCC(=O)N2 (stereo not drawn)	i	i	-7	i	i	i	-4	i	-6	i	i
13	CN(C)CCCNc1oc(-c2ccccc2Cl)nc1S(=O)(=O)c1ccc(F)cc1	i	i	-12	i	i	i	34	i	3	i	i
14	Clc1ccc(-c2nnc(CNC3CC3)o2)cc1	i	i	-11	i	i	i	1	i	4	i	i
15	O=S(=O)(NCCc1ccccc1)c1ccc(Br)cc1	i	i	-19	i	i	i	0	i	2	i	i
16	Nn1c(Cc2cccc3ccccc23)nnc1SCc1c(F)cccc1Cl	i	i	-15	i	i	i	0	i	-1	i	i
17	CC(=O)Nc1ccc2c(c1)CN(c1cc(C)ccc1C)CO2	i	i	-12	i	i	i	5	i	6	i	i
18	CCCCCc1ccc(CC(=O)O)cc1	i	i	-7	i	i	i	7	i	3	i	i
19	COc1cccc(/C=N/Nc2nnc3c(n2)[nH]c2ccccc23)c1OC	i	i	-7	i	i	i	5	i	6	i	i
20	Cc1cc2nc(C(C)(C)C)cc(N)n2n1	i	i	-10	i	i	i	-4	i	-8	i	i
21	CC(C)C(C(=O)NCc1ccco1)N(C(=O)CNS(=O)(=O)c1ccccc1)C1CCCC1 (stereo not drawn)	i	i	-9	i	i	i	-16	i	-1	i	i
22	CCOC(=O)N(C)S(=O)(=O)c1ccccc1[N+](=O)[O-]	i	i	-15	i	i	i	0	i	-3	i	i
23	COc1ccccc1CNC(=O)c1ccccc1OC	i	i	-3	i	i	i	-5	i	0	i	i
24	COC(=O)c1ccc2c(=O)n(CC3CCCO3)c(=S)[nH]c2c1 (stereo not drawn)	i	i	-8	i	i	i	-4	i	u	i	i
25	O=C1Nc2ccccc2N(O)N1c1cc(-c2ccccc2)[nH]n1	i	i	-4	i	i	i	-12	i	6	i	i
26	COc1cc(C(c2sc3nc(C)nn3c2O)N2CCN(c3ccccc3)CC2)cc(OC)c1OC (stereo not drawn)	i	i	-12	i	i	i	-5	i	2	i	i
27	Nc1nc(C(F)(F)F)cc(=O)n1N	i	i	-8	i	i	i	-13	i	1	i	i
28	Cc1cccc([C@@H]2[C@@H]3C(=O)N(Cc4ccccc4)C(=O)[C@@H]3[C@]3(Cc4ccccc4)C(=O)N(c4cccc(Cl)c4)C(=O)N23)c1	i	i	-6	i	i	i	-2	i	16	i	i
29	CC(=O)Nc1c2c(nn1-c1ccc(C)cc1C)CSC2	i	i	-6	i	i	i	-2	i	5	i	i
30	Cc1ccc(Cl)cc1NC(=O)c1ccccn1	i	i	-8	i	i	i	5	i	-8	i	i
31	Cc1ccc2c(=O)cc(C(=O)Nc3ccc(S(=O)(=O)Nc4onc(C)c4C)cc3)oc2c1	i	i	-11	i	i	i	3	i	x	i	i
32	O=C(O)c1cccc(NC(=O)c2cccc(NC(=O)C3CCCO3)c2)c1 (stereo not drawn)	i	i	-5	i	i	i	0	i	-1	i	i
33	CC1CC1C(=O)OCC(=O)NC(=O)NC12CC3CC(CC(C3)C1)C2 (stereo not drawn)	i	i	-6	i	i	i	4	i	6	i	i
34	CCN1CCN(CC(=O)Nc2ccc(S(=O)(=O)N3C(C)CCCC3C)cc2)CC1 (stereo not drawn)	i	i	-8	i	i	i	-9	i	-4	i	i
35	Cc1cccc(NC(=O)CSc2nc(NS(=O)(=O)c3ccccc3)cc(=O)[nH]2)c1	i	i	-12	i	i	i	8	i	-1	i	i
36	CC(C)=CCc1c(O)ccc(C2COc3c(CC=C(C)C)c(O)cc(O)c3C2=O)c1O (stereo not drawn)	i	i	-18	i	i	i	51*	i	5	-24*	i
37	CCOC(=O)c1nc(C)nc(Sc2n[nH]c(-c3ccccc3)n2)c1C	i	i	-9	i	i	i	-1	i	1	i	i
38	O=C(c1ccco1)N(CCC(c1ccccc1)c1ccco1)Cc1ccco1 (stereo not drawn)	i	i	-19	i	i	i	10	i	22	-8.2*	i
39	CN(Cc1ccccc1)c1ccc2nnc(-c3ccccc3)n2n1	i	i	-19	i	i	i	-2	i	-6	i	i
40	Cn1nnc(C(O)CNCc2ccc(Cl)cc2)n1 (stereo not drawn)	i	i	-6	i	i	i	0	i	-1	i	i
41	CCCCCC(=O)NNC1CC(=O)N(c2ccccc2)C1=O (stereo not drawn)	i	i	-1	i	i	i	1	i	-1	i	i
42	O=C(c1ccc(NS(=O)(=O)/C=C/c2ccccc2)cc1)N1CCCCC1	i	i	-11	i	i	i	2	i	7	i	i
43	COCc1ccc(C(=O)N2CCCC(CCC(=O)NCc3ccccc3F)C2)o1 (stereo not drawn)	i	i	-9	i	i	i	2	i	3	i	i
44	Cc1ccc(C(=O)NNC(=O)CCC(=O)Nc2cccc(Cl)c2C)cc1	i	i	-3	i	i	i	-4	i	4	i	i
45	Clc1ccc(-c2csc(Nc3ccccc3)[n+]2Cc2ccco2)c(Cl)c1	i	i	-20	i	i	x	79*	i	x	-7.3*	i
46	O=C1NCC(COCc2ccco2)O1 (stereo not drawn)	i	i	1	i	i	i	1	i	4	i	i
47	O=C(COc1ccc(N2C(=O)c3ccccc3C2=O)cc1)c1ccccc1	i	i	-8	i	i	i	-1	i	-4	i	i
48	O=C(Nc1ccc2c(c1)nc1n2CCOC1)c1ccccc1	i	i	-2	i	i	i	-6	i	1	i	i
49	CCc1ccc(NC(=O)c2noc3c2CCC3)cc1	i	i	-11	i	i	i	-2	i	3	i	i
50	Cc1cc(NC(=O)CSc2nnc(-c3c[nH]c4ccccc34)n2-c2ccc(Cl)cc2)no1	i	i	-4	i	i	i	0	i	-2	i	i
51	Cc1csc2nc(CNS(=O)(=O)N(C)C)cn12	i	i	-3	i	i	i	-2	i	1	i	i
52	O=C(Nc1ccc2c(c1)OCO2)c1cccc(S(=O)(=O)N2CCCC2)c1	i	i	-13	i	i	i	4	i	3	i	i
53	CCCC(=O)Nc1ccc2c(c1)nc(CN1CCCC1)n2C	i	i	-4	i	i	i	1	i	-2	i	i
54	O=C(CSc1nnc(CCCN2C(=O)c3cccc4cccc(c34)C2=O)n1-c1ccccc1)N1CCCCC1	i	i	-8	i	i	i	5	i	3	i	i
55	O=c1[nH][nH]cc1C=NCc1cccc(C(F)(F)F)c1	i	i	-11	i	i	i	5	i	-2	i	i
56	CCOc1ccc(N(CC(=O)NCc2ccccc2C)S(C)(=O)=O)cc1	i	i	-13	i	i	i	-2	i	2	i	i

# The list goes on.
no.	SMILES	KCNQ1 pot	RGS4 act	hERG rescue	KCNK3 block	RGS4 block	TMEM16A inh	SKKanGAS inh	KCNQ1 block	HDAC3 inh	KCNK9 block	ANO1 activ
57	Cc1cc(C)c(S(=O)(=O)Cc2ccccc2)c(Cl)n1	i	i	-4	i	i	i	-1	i	-1	i	i
58	COc1cc(NC(=O)CSc2nccc(C)n2)c(C)cc1[N+](=O)[O-]	i	i	0	i	i	i	10	i	-1	i	i
59	CC(=O)NS(=O)(=O)c1ccc(NC(=O)c2cc3c(=O)n4ccccc4nc3s2)cc1	i	i	-10	i	i	i	5	i	-15	i	i
60	O=C(Nc1ccc(Cl)cc1)N1CCCC(Cn2cccc2)C1 (stereo not drawn)	i	i	-9	i	i	i	-7	i	-2	i	i
61	O=C(NN1CCOCC1)c1ccc(Cl)cc1	i	i	-3	i	i	i	-4	i	-1	i	i
62	O=C(CCC(=O)Nc1ccc(F)cc1)N/N=C/c1c[nH]c2ccccc12	i	i	-4	i	i	i	0	i	6	i	i
63	Cc1ccccc1OCC(=O)NCCCNC(=O)c1ccco1	i	i	-9	i	i	i	5	i	2	i	i
64	COc1ccc(C(Nc2cc(C)ccn2)c2ccc3ccc(C)nc3c2O)cc1 (stereo not drawn)	i	i	-16	i	i	i	61*	i	9	i	i
65	Cc1cccc(NC(=O)Cc2noc3ccccc23)c1	i	i	-22	i	i	i	-11	i	-17	i	i
66	O=C1C2C3C=CC(C4CC34)C2C(=O)N1CCCCN1CCN(c2ccc(F)cc2)CC1 (stereo not drawn)	i	i	-5	i	i	i	0	i	2	i	i
67	CCOC(=O)c1c(N2C(=O)C3CC(C)=C(C)CC3C2=O)sc(C)c1C (stereo not drawn)	i	i	-3	i	i	i	3	i	3	i	i
68	CN(C(=S)NC(=O)c1ccccc1)C1CCCCC1	11*	i	15*	i	i	i	u	i	-7	i	i

# Screening data deposited in PubChem by several laboratories.
